FLuc modulator – qHTS profiling assay for firefly luciferase inhibitor/activator using purifed enzyme and Km concentrations of substrates (counterscreen for miR-21 project); Luciferin 4-monooxygenase (Photinus pyralis), P08659; purified FLuc, Km substrates, luminescence inhibition; Potency, µM (doses to about 57.5 µM), for the others: at the highest dose activity change, negative = inhibition, actives largely listed as inhibitors; 6.9% of 360,000 active;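 also: potency is read from the fitted curve at half-maximal effect; plate controls were vehicle for no effect and reference inhibitor for full effect; nearly all actives have a fitted effect of over 55% in size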
Target sequence (P08659 whole entry, looked up): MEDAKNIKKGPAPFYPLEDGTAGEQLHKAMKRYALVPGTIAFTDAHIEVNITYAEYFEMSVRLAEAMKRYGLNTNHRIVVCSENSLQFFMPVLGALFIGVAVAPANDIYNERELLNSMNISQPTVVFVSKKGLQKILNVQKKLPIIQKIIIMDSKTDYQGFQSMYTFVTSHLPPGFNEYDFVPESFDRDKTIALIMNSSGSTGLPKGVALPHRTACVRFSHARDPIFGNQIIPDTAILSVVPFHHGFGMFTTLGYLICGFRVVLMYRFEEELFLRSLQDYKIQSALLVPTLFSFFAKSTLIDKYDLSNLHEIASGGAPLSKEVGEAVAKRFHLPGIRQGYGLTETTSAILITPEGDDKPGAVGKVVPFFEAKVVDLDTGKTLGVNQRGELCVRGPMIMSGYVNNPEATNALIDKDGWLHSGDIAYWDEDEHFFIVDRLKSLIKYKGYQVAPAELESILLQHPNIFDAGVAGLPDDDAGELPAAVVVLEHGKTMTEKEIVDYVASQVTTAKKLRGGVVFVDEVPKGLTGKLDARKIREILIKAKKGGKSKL
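Biochemical qHTS of compounds, final roughly 60 µM downward over six points, against 10 nM purified firefly luciferase using Km concentrations of substrates (10 uM D-luciferin, 10 uM ATP) in Tris acetate pH 7.5 buffer; luminescence output.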
Gal4-VP16 FLuc – VP16 counterscreen qHTS for inhibitors of ROR gamma transcriptional activity; Drosophila S2 Gal4-VP16 UAS-luciferase, luminescence, 20 h; Potency, µM (doses to about 53.6 µM), for the others: at the highest dose activity, negative = inhibition, usual class: inhibitors; 3.5% of 310,000 active; AID 2546, 2010;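 also: Gal4-VP16 expression switched on by copper sulfate through the metallothionein promoter; potency is read from the fitted curve at half-maximal effect; % is scaled to controls: 0 for no effect and ±100 for the full control effect; nearly all actives have a fitted effect of over 50% in size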
p53 reactivation – qHTS assay for re-activators of p53 using a Luc reporter; H1299 p53-A138V BP100-luciferase reporter, luminescence, 24 h; Potency, µM (series often up to 92.2 µM), for the others: at the highest dose activity change, positive = activation, actives largely listed as activators; 0.063% of 320,000 active; AID 504706, 2011; also: potency is read from the fitted curve at half-maximal effect; % of control where 0% means no effect; nearly all actives have a fitted effect of over 45% in size
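H1299 (p53-null), stable ts p53-A138V + BP100-Luc; 1000 cells/well, Opti-MEM/10% FBS; cpd 4 pt, 1:5; 24 h, 37 deg C, 5% CO2; detection reagent 10 min RT; luminescence.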
TRPV1 ag – HTS Assay for Compounds that Act as Agonists of the Vanilloid Receptor 1; TRPV1-expressing cells, Fluo-8 calcium influx, agonist mode; activation, % at 8.33 µM; 0.19% of 320,000 active; in the data active = activation above about 80%; inconclusive = between about 30% and that limit; also: 0% is about no effect
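Fluo-8 calcium influx in TRPV1-expressing cells, kinetic read (ex 480/em 520 nm). Compound added and read 3 min for agonist activity, followed by capsaicin at EC20 final and 2 min further read for enhancement.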
BRCA1 expr up – qHTS Assay to Identify Small Molecule Activators of BRCA1 Expression | MCF7-BRCA1-FFLuc reporter, luminescence, 48 h; response scale: scaled: vehicle 0%, 10 µM genistein 100% | Potency, µM (doses to about 46.1 µM), without a hit: at the highest dose activation, hits mostly activators | 1.1% of 380,000 active; also: potency is read from the fitted curve at half-maximal effect; nearly all actives have a fitted effect of over 80% in size; some results filed as inactive show a strong effect at the top dose
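Using MCF7 cells harboring a BRCA1 firefly luciferase reporter, plated 2 h before compound pinning, the screen measured luminescence after 48 h incubation. Responses were normalized to DMSO and 10 microM genistein, then fitted for concentration-effect.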
NPC1 prom act – qHTS Assay for NPC1 Promoter Activators; Huh7 NPC1 promoter luciferase reporter, 24 h; Potency, µM (highest dose often 9.22 µM), for inactives: at the highest dose activation, hits mostly activators; 2.4% of 320,000 active; AID 485313, 2010;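 also: potency is read from the fitted curve at half-maximal effect; % of control where 0% means no effect; nearly all actives have a fitted effect of over 60% in size; reporter is driven by a mutant NPC1 promoter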
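In 1536-well qHTS, Huh7 cells harboring an NPC1 promoter–luciferase construct received compound for 24 h; activation was quantified by luminescence following luciferase reagent addition.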
Rab9 promoter act – qHTS Assay for Rab9 Promoter Activators; Huh7 Rab9 promoter-luciferase reporter, luminescence, 24 h; 2.8% of 320,000 active; AID 485297, 2010; Potency, µM (titrated, usually from 9.22 µM), for inactives: top-dose activation, negative = inhibition, hits mostly activators; also: potency is read from the fitted curve at half-maximal effect; % of control where 0% means no effect; nearly all actives have a fitted effect of over 60% in size
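Promoter activation is measured as luciferase luminescence in Huh7 cells stably transfected with a Rab9 promoter–luciferase construct, following 24 h compound exposure at 37 °C and 10 min reagent incubation at ambient temperature.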
ELG1 genotoxic – qHTS screen for small molecules that induce genotoxicity in human embryonic kidney (HEK293T) cells expressing luciferase-tagged ELG1. HEK293T ELG1-luciferase reporter, luminescence, 16 h. AID 504466, 2011. 1.3% of 330,000 active. Potency, µM (top dose mostly 46 µM), inactives show at the highest dose activity change, positive = activation, hits mostly activators; also: potency is read from the fitted curve at half-maximal effect; % of control where 0% means no effect; nearly all actives have a fitted effect of over 60% in size
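Quantitative HTS format in 1536-well plates. HEK293T ELG1-luciferase reporter cells receive test compound and are incubated 16 hr at 37 °C, 5% CO2; ONE-Glo added, 30 min room temperature, then luminescence read.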
Tb PFK inh – qHTS Assay to Find Inhibitors of T. brucei phosphofructokinase | AID 485367, 2010 | ATP-dependent 6-phosphofructokinase (Trypanosoma brucei brucei), O15648 | T. brucei PFK, ADP-Glo luminescence | 0.17% of 330,000 active | Potency, µM (top dose mostly 57.5 µM), for the others: top-dose activity, negative = inhibition, usual class: inhibitors;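 also: potency is read from the fitted curve at half-maximal effect; 0% = uninhibited 1x PFK enzyme wells and -100% = no-enzyme wells; nearly all actives have a fitted effect of over 60% in size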
Target sequence (O15648 whole entry, looked up): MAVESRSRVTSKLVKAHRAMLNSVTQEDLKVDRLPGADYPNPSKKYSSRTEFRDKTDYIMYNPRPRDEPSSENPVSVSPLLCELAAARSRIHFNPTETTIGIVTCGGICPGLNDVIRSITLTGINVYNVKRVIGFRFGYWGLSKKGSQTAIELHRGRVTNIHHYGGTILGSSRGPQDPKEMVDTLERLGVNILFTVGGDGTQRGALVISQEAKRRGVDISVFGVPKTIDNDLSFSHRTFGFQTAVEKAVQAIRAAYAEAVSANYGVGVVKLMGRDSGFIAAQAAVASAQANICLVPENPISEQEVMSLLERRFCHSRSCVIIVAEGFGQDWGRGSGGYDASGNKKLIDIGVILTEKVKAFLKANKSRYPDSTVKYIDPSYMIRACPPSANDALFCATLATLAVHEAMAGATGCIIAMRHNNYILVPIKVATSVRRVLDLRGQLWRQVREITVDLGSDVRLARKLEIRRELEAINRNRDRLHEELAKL
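Compounds were pin-transferred as a titration series up to 57 uM into substrate buffer (0.5 mM F6P, 0.1 mM ATP, pH 8.0), then 1.25 nM PFK was added and reactions ran 45 min before ADP-Glo detection.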
RORgamma inh – qHTS for inhibitors of ROR gamma transcriptional activity. Drosophila S2 Gal4-RORgamma UAS-luciferase reporter, 20 h. Potency, µM (doses to about 53.6 µM), without a hit: at the top dose activity change, negative = inhibition, actives largely listed as inhibitors. 5.4% of 310,000 active; also: potency is read from the fitted curve at half-maximal effect; % is scaled to controls: 0 for no effect and ±100 for the full control effect; nearly all actives have a fitted effect of over 60% in size
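Drosophila S2 cells stably expressing Gal4-DBD/mouse RORγ fusion under metallothionein promoter plus UAS-luciferase; compound 1 h, then 700 uM CuSO4 induction for 20 h at ambient temperature; inhibition read as reduced luminescence.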
ELG1 repair inh – qHTS screen for small molecules that inhibit ELG1-dependent DNA repair in human embryonic kidney (HEK293T) cells expressing luciferase-tagged ELG1 | Potency, µM (highest dose often 46.1 µM), without a hit: at the highest dose activity change, negative = inhibition, most hits filed as inhibitors | 2.3% of 330,000 active | HEK293T ELG1-luciferase reporter, luminescence, 16 h; DNA damage induced by 5-fluorouridine; also: potency is read from the fitted curve at half-maximal effect; % is scaled to controls: 0 for no effect and ±100 for the full control effect; nearly all actives have a fitted effect of over 55% in size
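In this reporter screen, reduction of luminescence relative to DMSO vehicle indicated activity. Compounds and 5-fluorouridine were added together to 2,000 cells per well, incubated for 16 hr at 37 °C, then developed with ONE-Glo.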
The depositor's hits bear a star; ? = inconclusive; / = not tested or not shown; & = joins results of further samples; [ ] = another dose, or the depositor's remark. Unless noted, calls follow the shape of the dose curve; as a rule, active = well fitted curve in the direction sought with a large enough effect; inconclusive = small, poorly fitted or top-dose-only effect, or another doubt; inactive = no such curve, though single readings can be large; an effect the other way counts as inactive or inconclusive. Compounds as they come; 15% or so of the library scored in one or more.

SMILES	FLuc modulator	Gal4-VP16 FLuc	p53 reactivation	TRPV1 ag	BRCA1 expr up	NPC1 prom act	Rab9 promoter act	ELG1 genotoxic	Tb PFK inh	RORgamma inh	ELG1 repair inh
FC(F)(F)c1cc(-c2cccs2)nc(N2CCOCC2)n1	1%	-13%	-1%	4	-2%	2%	-4%	1%	4%	2%	0%
NC(=O)CSc1nnc(Cc2csc(Nc3ccccc3)n2)n1Cc1ccccc1	-6%	-20%	-1%	-1	-8%	0%	4%	-4%	-8%	-41%	-3%
CCN(C(=O)COC(=O)c1ccc(SC)cc1OC)C1CCS(=O)(=O)C1 (stereo not given)	/	/	-1%	/	-28%	/	/	1%	0%	/	7%
O=C1NC(=NCc2ccccc2)S/C1=C/c1ccc(O)cc1	?	-14%	?	-4	-22%	-1%	-3%	1%	1%	-1%	?
CCN1CCN(CCCNC(=O)CCC(=O)N2CCOc3ccccc32)CC1	3%	3%	/	1	-1%	-3%	3%	1%	-1%	-31%	3%
CCOC(=O)CCc1n[nH]c(=O)[nH]c1=O	-1%	14%	4%	-1	-2%	0%	9%	-1%	2%	7%	11%
CCCN1CCN(c2nc(-c3cccs3)nc3ccccc23)CC1	3%	-10%	-8%	28	-33%	-1%	-10%	-2%	4%	4%	-24%
O=C(c1ccc(F)cc1)C(CCCCCC(CN1CCOCC1)C(=O)c1ccc(F)cc1)CN1CCOCC1 (stereo not given)	7%	-6%	1%	6	-45%	-6%	-24%	0%	0%	24%	-17%
COc1ccc(Br)cc1CNC(C)c1ccccc1 (stereo not given)	0%	-14%	-8%	5	8%	-4%	1%	-5%	0%	7%	-17%
CC(C)C(C(=O)N1CCN(C(=O)OC(C)(C)C)CC1)n1cc(-c2cn([C@@H](C)C(=O)N3CCN(C(=O)OC(C)(C)C)CC3)nn2)nn1 (stereo not given in full)	2%	-8%	-1%	-6	/	2%	-6%	2%	-1%	-11%	-1%
O=C(c1cccc(N2C(=O)c3ccccc3C2=O)c1)N1CCCCCC1	-12%	3%	2%	3	6%	0%	-5%	1%	-1%	-1%	18%
COc1ccc(-c2nnn(CC(=O)N(Cc3cccs3)C(C)C(=O)NC3CCCC3)n2)cc1OC (stereo not given)	-2%	-5%	-20%	-3	-22%	-1%	0%	-7%	1%	8%	?
CCn1cc(C(=O)O)c(=O)c2cc(S(=O)(=O)N3CCCCCC3)ccc21	3%	5%	-5%	-8	26%	-4%	-3%	0%	-18%	-8%	13%
O=C(CSC1=NCCN1)Nc1cccc([N+](=O)[O-])c1	0%	-13%	4%	-1	1%	0%	4%	-12%	-19%	-11%	-29%
O=C(NCCN1CCOCC1)c1ccc(Cl)c(Cl)c1	-1%	-1%	/	2	5%	6%	9%	4%	1%	-31%	14%
CN(C)c1nc(N2CCOCC2)nc(N(c2ccccc2)c2ccccc2)n1	5%	-6%	6%	?	-1%	0%	-3%	-4%	0%	18%	?
CC(C)c1ccc(C2C(C#N)=C(N)N3C(=C2C#N)Sc2ccccc23)cc1 (stereo not given)	-14%	7%	4%	/	/	12%	/	3%	0%	-42%	?
Cc1ccccc1NC(=O)N1CCN(c2ncccn2)CC1	1%	-8%	-3%	-4	10%	0%	-3%	2%	-4%	-3%	12%
CC(=O)NC(CCS(C)(=O)=O)C(=O)Nc1cccc(C(C)=O)c1 (stereo not given)	-3%	/	14%	0	4%	2%	-2%	5%	-5%	23%[0.365 µM]	14%
O=C1/C(=C/c2ccc(C(=O)O)cc2)CCC/C1=C\c1ccc(C(=O)O)cc1	3%	2%	3%	0	-3%	-1%	0%	2%	-1%	-17%	1%
C/C(=N\NC(=S)NC(C)C)c1ccc(-n2ccnc2)cc1	4%	6.3µM*	0%	0	4%	-4%	-1%	0%	-2%	5.6µM*	8%
COc1ccc(NS(=O)(=O)c2ccc(SC)cc2)cc1	0%	?	-3%	1	4%	0%	-9%	-7%	5%	?	?
CCn1c(Cc2ccccc2)nnc1SCC(=O)Nc1ccc(OC)cc1	4%	-15%	-7%	2	-24%	-3%	-4%	2%	0%	?	-11%
O=C(Oc1ccccc1)c1cc2ccccc2oc1=O	15µM*	0%	1%	20	-16%	1%	-5%	2%	1%	11%	8%
CN(C(=O)COC(=O)c1cccc(S(=O)(=O)N2CCOCC2)c1)C1CCS(=O)(=O)C1 (stereo not given)	3%	/	-5%	7	4%	-1%	-3%	3%	0%	/	4%

Next records follow:
SMILES	FLuc modulator	Gal4-VP16 FLuc	p53 reactivation	TRPV1 ag	BRCA1 expr up	NPC1 prom act	Rab9 promoter act	ELG1 genotoxic	Tb PFK inh	RORgamma inh	ELG1 repair inh
CCc1sc(C(=O)Nc2ccc(NC(C)=O)cc2)cc1C	-18%	18%	-10%	4	15%	11%	23%	?	-7%	?	?
Cc1ccc(C2=NS(=O)(=O)N(C)C(C(=O)NC(C)c3ccccc3)=C2)cc1 (stereo not given)	1%	1%	/	11	-37%	-2%	0%	3%	4%	-13%	0%
NC(=O)c1cccn1Cc1cccc(Cl)c1	-5%	?	-4%	0	-16%	1%	7%	2%	?	?	-13%
Cc1ccc2nc(NC(=O)C(NS(=O)(=O)c3cccc4nsnc34)C(C)C)sc2c1 (stereo not given)	1%	?	7%	-2	-28%	0%	3%	2%	0%	?	-11%
COc1cc(CNCc2ccccn2)ccc1OCC(=O)NC(C)(C)C	2%	2%	-10%	3	-8%	2%	3%	0%	4%	-3%	12%
C=CCn1c(SCC(N)=O)nc2scc(-c3ccc(C)o3)c2c1=O	4.8µM*	?	7%	-1	?	?	2.5µM*	?	-7%	?	?
CC(=O)Nc1cccc(C(=O)N/N=C/c2ccc(F)cc2)c1	6µM*	-17%	?	9	?	2.8µM*	1.4µM*	16µM*	0%	-30%	?
CN(C)c1ccc(CNC(=O)CN(C)S(=O)(=O)c2ccc3c(c2)c(=O)n(C)c(=O)n3C)cc1	-1%&2%	-23%	-5%	-3	0%&10%	2%	3%	1%	-16%	-21%	16%
O=C(COc1ccc(Cl)cc1)Nc1ccccc1C(=O)NCc1cccnc1	-6%	-3%	-14%	6	-48%	-1%	5%	-5%	2%	0%	-10%
CCc1ccc(C(=O)COc2ccc(NC(C)=O)cc2)cc1	?	13%	6%	4	1%	13%	?	13%	-3%	?	?
CC(=O)N1CC2(c3ccccc3)CN(C(C)=O)CC(c3ccccc3)(C1)C2=O	4%	8%	-4%	-3	-13%	-1%	-5%	3%	-1%	1%	-5%

Gathered by group, those above with two or more sulfur atoms
SMILES	FLuc modulator	Gal4-VP16 FLuc	p53 reactivation	TRPV1 ag	BRCA1 expr up	NPC1 prom act	Rab9 promoter act	ELG1 genotoxic	Tb PFK inh	RORgamma inh	ELG1 repair inh
NC(=O)CSc1nnc(Cc2csc(Nc3ccccc3)n2)n1Cc1ccccc1	-6%	-20%	-1%	-1	-8%	0%	4%	-4%	-8%	-41%	-3%
CCN(C(=O)COC(=O)c1ccc(SC)cc1OC)C1CCS(=O)(=O)C1 (stereo not given)	/	/	-1%	/	-28%	/	/	1%	0%	/	7%
COc1ccc(NS(=O)(=O)c2ccc(SC)cc2)cc1	0%	?	-3%	1	4%	0%	-9%	-7%	5%	?	?
CN(C(=O)COC(=O)c1cccc(S(=O)(=O)N2CCOCC2)c1)C1CCS(=O)(=O)C1 (stereo not given)	3%	/	-5%	7	4%	-1%	-3%	3%	0%	/	4%
Cc1ccc2nc(NC(=O)C(NS(=O)(=O)c3cccc4nsnc34)C(C)C)sc2c1 (stereo not given)	1%	?	7%	-2	-28%	0%	3%	2%	0%	?	-11%
C=CCn1c(SCC(N)=O)nc2scc(-c3ccc(C)o3)c2c1=O	4.8µM*	?	7%	-1	?	?	2.5µM*	?	-7%	?	?

Compound activity as filed in PubChem BioAssay.
